Compound activity as filed in PubChem BioAssay.
CHO parental Ca – counter-screen: ATP calcium response change in parental CHO cells. parental CHO-K1, ATP-induced calcium, Fluo-8 fluorescence. inhibition, % at 5.6 µM. actives 0.63% (n = 330,000);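 active = inhibition above that plate's mean sample inhibition plus 3 SD, cut at about 26% in these data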;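 also: 0% = ATP-challenged DMSO wells and 100% = DMSO wells without ATP; some compounds past the cut are filed as inactive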
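Material: Parental CHO cells | Reagent: ATP | Compound dosing: Single nominal dose of 5.6 µM per compound | Detection: Intracellular calcium via Fluo-8 no-wash fluorescent dye | Read-out: % inhibition of ATP-induced calcium mobilization | Benchmarks: Low control ATP plus DMSO, high control DMSO only | Replicates: Singlicate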
CHRM1 agonist – human M1 muscarinic receptor agonism | AID 588814 | activation, % at 3 µM | P11229 | actives 0.33% (n = 360,000) | CHO-K1 hM1, Fluo-8 calcium fluorescence, agonist mode; 0% DMSO, 100% acetylcholine EC100;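 active = activation above the run's mean compound activation plus 3 SD, cut at about 16% in these data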;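 also: peak over basal fluorescence ratio within a 140 s kinetic read after compound addition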
OXTR potentiator – potentiates the human oxytocin receptor response. activation, % at 3 µM. actives 0.061% (n = 320,000). P30559. AID 2445. CHO-OTR cells, Fluo-8 calcium fluorescence, potentiator mode; 0% = oxytocin EC15, 100% = EC100;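 active = activation above that plate's cutoff, the mean activation of tested compounds plus 3 SD, cut at about 6.6% in these data, passing the limit was not always enough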;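 also: 100% uses oxytocin at 75 nM as the full agonist control; some results filed as inactive read as strong as hits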
Target sequence (P30559 whole entry, looked up): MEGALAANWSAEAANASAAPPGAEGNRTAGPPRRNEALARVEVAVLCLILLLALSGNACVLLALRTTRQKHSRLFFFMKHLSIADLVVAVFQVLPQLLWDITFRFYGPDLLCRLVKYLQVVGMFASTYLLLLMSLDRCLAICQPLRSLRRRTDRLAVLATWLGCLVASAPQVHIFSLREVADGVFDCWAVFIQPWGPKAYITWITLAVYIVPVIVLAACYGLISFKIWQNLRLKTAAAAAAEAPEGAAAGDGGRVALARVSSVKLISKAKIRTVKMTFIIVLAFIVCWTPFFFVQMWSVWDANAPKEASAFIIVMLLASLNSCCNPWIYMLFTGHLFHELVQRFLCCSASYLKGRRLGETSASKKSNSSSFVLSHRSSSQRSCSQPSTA
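test system = CHO-OTR cells, human receptor | compound = single-point 3.0 µM | schedule = 6 min compound pre-incubation at room temperature, 100 s kinetic read | signal = Fluo-8 no-wash calcium dye fluorescence, excitation 470-495 nm, emission 515-575 nm | repeats = single well per compound, singlicate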
V1R ag counter – activates human V1a receptor in oxytocin agonist counter-screen. P37288. CHO-V1R cells, Fluo-8 calcium fluorescence, agonist mode; 0% DMSO, 100% 3 nM vasopressin. activation, % at 3 µM. actives 0.25% (n = 320,000);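 active = activation above the mean activation of all tested compounds plus 3 SD, per screening run, cut at about 20% in these data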;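 also: signal is peak over basal fluorescence ratio across a 100 second FLIPR read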
Target sequence (P37288 whole entry, looked up): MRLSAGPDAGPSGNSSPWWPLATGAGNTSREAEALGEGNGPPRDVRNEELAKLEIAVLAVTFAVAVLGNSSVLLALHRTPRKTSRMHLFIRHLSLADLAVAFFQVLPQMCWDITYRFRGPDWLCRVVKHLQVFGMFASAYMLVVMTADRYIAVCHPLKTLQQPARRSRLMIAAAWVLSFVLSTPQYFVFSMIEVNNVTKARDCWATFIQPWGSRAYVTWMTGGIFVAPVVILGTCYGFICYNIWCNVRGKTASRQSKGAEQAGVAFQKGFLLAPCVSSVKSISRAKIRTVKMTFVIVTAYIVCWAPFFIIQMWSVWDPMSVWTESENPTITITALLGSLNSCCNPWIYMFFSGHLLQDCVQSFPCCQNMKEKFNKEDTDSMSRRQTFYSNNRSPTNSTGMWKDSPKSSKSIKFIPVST
M1 ag parental – M1 agonist counterscreen hit in parental CHO-K1 cells | Fluo-8 calcium fluorescence; scaled to maximal ATP response, vehicle zero | activation, % at 3 µM | actives 0.48% (n = 360,000) | AID 602248; in the data active = activation above about 15%;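 also: untransfected CHO-K1 host cells lacking M1 receptor as counterscreen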
CHO-K1 Ca antag – nonselective inhibitor or artifact in parental CHO-K1 cells; inhibition, % at 3 µM; ATP-induced calcium, Fluo-8 fluorescence; actives 0.6% (n = 360,000); AID 602250;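 active = inhibition above a per-plate cutoff, the plate's mean sample inhibition plus 3 SD, cut at about 24% in these data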;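 also: 0% = DMSO plus EC80 ATP and 100% = DMSO alone without ATP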
M1 PAM parental – counter-screen for M1 PAMs: effect in parental CHO-K1 cells; actives 0.02% (n = 360,000); activation, % at 3 µM; AID 602247; ATP EC20, Fluo-8 calcium fluorescence; 0% at ATP EC20, 100% at ATP max;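 active = activation above the run cutoff, the mean activation of all test compounds plus 3 SD, cut at about 40% in these data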;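 also: peak over basal fluorescence ratio in a 140 s read after ATP addition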
TAAR1 antagonist – antagonists of human TAAR1; CHO RD-HGA16 TAAR1, Fluo-8 calcium fluorescence, antagonist; inhibition, % at 3 µM; actives 1.5% (n = 360,000); AID 624466;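 active = inhibition above a per-plate cutoff, the mean inhibition of test compounds on that plate plus 3 SD, cut at about 49% in these data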;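 also: 0% = DMSO plus EC80 beta-PEA response and 100% = DMSO alone without agonist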
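Test system: RD-HGA16 CHO cells with stable hTAAR1 and Gα16 / Probe or stimulus: EC80 β-phenethylamine stimulus / Times: seeding 17-24 h prior, 75-min 37 °C, 30-min RT dye loading / Detection: Fluo-8 calcium-sensitive fluorescence / Read-out basis: % inhibition scaled between DMSO and EC80 PEA controls / Repeats: singlicate, one well per test compound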
TAAR1 agonist – human TAAR1 agonism; activation, % at 3 µM; CHO RD-HGA16 TAAR1, Fluo-8 calcium fluorescence; vehicle wells 0%, saturating PEA agonist 100%; actives 0.99% (n = 360,000); Q96RJ0;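 active = activation above the mean activation of all test compounds in the run plus 3 SD, cut at about 38% in these data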
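Test system: RD-HGA16 (CHO) cells co-expressing Gα16 and hTAAR1 | Doses: Single dose, 3 µM | Schedule: 17-24 h seeding, 75 min 37 °C dye, 30 min RT | Evaluation: % activation from peak over basal fluorescence ratio, DMSO-to-PEA scaled | Technique: Kinetic Fluo-8 calcium fluorescence | Benchmarks: Low control DMSO, high control PEA (EC100)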
* marks the source's active call; other numbers are inactive results; · = no result given. Hits appear at their usual frequency; about 3.3% have a hit in one of these screens.

1: Oc1ccc(Br)cc1/C=N/Nc1nc(N2CCCCC2)nc(N2CCOCC2)n1
2: CC(=O)c1ccc(S(=O)(=O)NCCc2csc(-c3cccnc3)n2)cc1
3: CCOc1cc2[nH]c(=O)n(CCCCC(=O)NC3CCCCCC3)c(=O)c2cc1OCC
4: Cc1cnn(-c2cc(N/N=C/c3ccccc3F)ncn2)c1
5: Cc1cccc(N2C(=O)N3[C@H](c4ccc(F)cc4)[C@@H]4C(=O)N(C5CCCCC5)C(=O)[C@@H]4[C@]3(Cc3ccc(Cl)cc3)C2=O)c1
6: O=C(CN1CCN(S(=O)(=O)c2cccc(F)c2)CC1)NCC1(N2CCOCC2)CCCCC1
screen / no.	1	2	3	4	5	6
CHO parental Ca	-16	-17	-9	-5	-30	-17
CHRM1 agonist	·	-4	-2	-1	-4	-8
OXTR potentiator	-5	-10	-6	-9	-7	-3
V1R ag counter	0.0	-0.2	-0.3	-0.3	0.3	1.4
M1 ag parental	·	1.7	-0.1	-0.1	0.7	0.5
CHO-K1 Ca antag	·	-5	-6	-7	-13	-20
M1 PAM parental	·	-5	14	11	19	14
TAAR1 antagonist	-3	10	-6	-16	14	-2
TAAR1 agonist	6	2	15	6	4	0

7: Cc1cccc(C)c1NC(=O)Nc1nnc([C@@H]2C[C@H](O)[C@@H](CO)O2)s1
8: Cc1c(OC(C)C(=O)NC2CC(C)(C)NC(C)(C)C2)ccc2c3c(c(=O)oc12)CCC3 (configuration not stated)
9: COC(=O)CCC(=O)OC1(C)C(=O)C=C2C=C(C3CC3)N(CCN3CCOCC3)C=C2C1=O (configuration not stated)
10: Cc1ccc(S(=O)(=O)NC(=O)Nc2ccccc2F)cc1
11: Cc1ccc2c(Cl)cc(Cl)c(OCC(=O)O)c2n1
12: COc1ccccc1NC(=O)NC1CCCCCCC1
screen / no.	7	8	9	10	11	12
CHO parental Ca	·	-11	-12	-1	-1	·
CHRM1 agonist	-3	-5	-4	-3	0	-4
OXTR potentiator	·	-5	-10	2	-3	·
V1R ag counter	·	-0.4	-0.1	1.2	1.3	·
M1 ag parental	0.2	1.0	0.1	0.0	0.6	-0.9
CHO-K1 Ca antag	-8	-13	-2	-7	-11	-4
M1 PAM parental	11	13	3	17	21	-9
TAAR1 antagonist	-6	-6	-6	-14	3	-19
TAAR1 agonist	2	3	8	5	2	-2

13: O=C(O)CC(CC(=O)N1CCN(C(=O)c2ccco2)CC1)c1ccccc1 (configuration not stated)
14: CC(C)N1CC(COc2ccc(Cl)cc2Cl)OC1=O (configuration not stated)
15: O=C(c1ccc(OC2CCN(CCc3ccccc3)CC2)cc1)N1CCCC(O)C1 (configuration not stated)
16: COC(=O)c1ccc(CNC(=O)COC(=O)CCC(=O)c2ccc(F)cc2)cc1
17: Cc1cc(C)c(C#N)c(N2CCC(C(N)=O)CC2)n1
18: COc1ccc(CCC(=O)Nc2cccc(S(=O)(=O)N(C)C)c2)cc1OC
screen / no.	13	14	15	16	17	18
CHO parental Ca	8	-17	5	-7	6	-6
CHRM1 agonist	-3	-3	-11	-6	-4	-3
OXTR potentiator	-7	-15	-10	-7	-8	-2
V1R ag counter	1.1	3.2	-0.3	0.5	-0.3	6.2
M1 ag parental	0.5	0.3	-0.3	0.0	0.1	3.0
CHO-K1 Ca antag	8	-8	14	-8	24*	-2
M1 PAM parental	-10	-3	-8	13	-11	19
TAAR1 antagonist	-12	-20	17	8	-13	7
TAAR1 agonist	1	6	7	-2	7	3

19: COc1ccccc1CNC(=O)COC(=O)c1c(C)nn(-c2ccccc2)c1Cl
20: Cc1ccc(S(=O)(=O)N2C[C@H]3N(C(=O)OC(C)C)N(C(=O)OC(C)C)C[C@H](OC(=O)Nc4cccs4)[C@@]3(O)C2)cc1
21: COCCCNC(=O)c1cn(C)c(=O)c2c1c1ccccc1n2C
22: CCOC(=O)C1CCCN(C(=O)c2ccc(OC)c([N+](=O)[O-])c2)C1 (configuration not stated)
23: CCC(C)[C@H]1CNC(=S)N1CCC12CC3CC(CC(C3)C1)C2 (some centres not stated)
24: O=C(c1ccccc1)N1CCCC(C(=O)N2CCCCCC2)C1 (configuration not stated)
screen / no.	19	20	21	22	23	24
CHO parental Ca	-24	·	-7	-5	-21	-9
CHRM1 agonist	-5	-1	-2	-8	-3	-6
OXTR potentiator	-5	·	-4	-7	-13	9
V1R ag counter	0.3	·	-0.1	0.5	1.4	-0.3
M1 ag parental	2.5	3.5	-0.1	0.2	0.0	0.4
CHO-K1 Ca antag	2	16	-3	10	-6	8
M1 PAM parental	6	-1	-2	-9	-19	6
TAAR1 antagonist	-10	0	-20	-21	1	-8
TAAR1 agonist	-4	0	6	2	-1	1

25: COc1ccc(CNC(=O)c2cc(S(=O)(=O)N3CCCCC3)ccc2Cl)cc1OC
26: CCOCCCNC(=O)C1CCCN1C(=O)NC1CCCCC1 (configuration not stated)
27: COc1cc(Nc2ccccc2Cl)c([N+](=O)[O-])nc1[N+](=O)[O-]
28: Cc1cc(SCC(=O)c2ccccc2)n2ncc(-c3ccccc3)c2n1
29: CCOc1ccc(NC(=O)CC2C(=O)N(CC)C(=S)N2NC(=O)c2ccncc2)cc1 (configuration not stated)
30: O=C(Nc1ccccc1C(=O)OCn1nnc2ccccc2c1=O)c1ccco1
screen / no.	25	26	27	28	29	30
CHO parental Ca	-6	-16	-16	-22	-1	-24
CHRM1 agonist	3	-4	-6	-3	-1	-3
OXTR potentiator	-8	-4	-3	-2	-7	1
V1R ag counter	8.5	-0.1	-0.5	-0.2	-0.2	0.1
M1 ag parental	4.9	0.2	0.9	0.7	1.0	0.4
CHO-K1 Ca antag	-6	0	-26	7	-11	0
M1 PAM parental	2	6	12	-18	21	17
TAAR1 antagonist	3	-8	-23	6	-40	-14
TAAR1 agonist	3	5	-2	2	4	0

31: COc1cccc(OC)c1C(=O)Nc1ccc2nc(C)c(C)nc2c1
32: CCc1ccc2[nH]c(=O)c(CN(CCN3CCOCC3)C(=O)Nc3ccccc3F)cc2c1
33: Cc1ccc(N2C(=O)c3ccc(C(=O)N4CCN(c5cccc(C)c5C)CC4)cc3C2=O)cc1
34: CC(C)c1cc(C(=O)N2CCN(C(c3ccccc3)c3ccccc3)CC2)no1
35: N=c1n(CCN2CCOCC2)c2ccccc2n1CC(=O)c1ccc(Cl)c(Cl)c1
36: CC(C)CN(C(=O)c1ccc(Br)o1)C1CCS(=O)(=O)C1 (configuration not stated)
screen / no.	31	32	33	34	35	36
CHO parental Ca	-16	-17	-18	-42	-21	-9
CHRM1 agonist	-3	-3	-4	-13	-4	-2
OXTR potentiator	4	-4	3	-8	2	-3
V1R ag counter	0.2	1.1	-0.1	-1.3	0.2	2.0
M1 ag parental	0.9	2.8	0.5	0.6	1.1	0.2
CHO-K1 Ca antag	-5	1	-3	-4	-6	-10
M1 PAM parental	15	11	12	13	12	2
TAAR1 antagonist	-3	15	1	7	9	-5
TAAR1 agonist	6	9	3	0	2	0

Some of these compounds in order of their number in CHRM1 agonist, descending.
item | structure | CHRM1 agonist
32 | CCc1ccc2[nH]c(=O)c(CN(CCN3CCOCC3)C(=O)Nc3ccccc3F)cc2c1 | -3
35 | N=c1n(CCN2CCOCC2)c2ccccc2n1CC(=O)c1ccc(Cl)c(Cl)c1 | -4
34 | CC(C)c1cc(C(=O)N2CCN(C(c3ccccc3)c3ccccc3)CC2)no1 | -13

Other records follow.
37: CCN(C(=O)c1ccc2c(c1)OCO2)C1CCS(=O)(=O)C1 (configuration not stated)
38: O=c1cnn(Cc2ccc(F)cc2)c2ccccc12
39: C[C@H]1CN([C@@H](C)CO)C(=O)c2cc(NC(=O)Nc3cccc4ccccc34)ccc2O[C@@H]1CN(C)Cc1ccc(-c2ccccc2)cc1
40: CCN(CCCNC(=O)CCn1c(=O)[nH]c2ccccc2c1=O)c1ccccc1
41: CCSc1nnc(NC(=O)CSc2nnc(Cc3cccn3C)n2-c2ccc(F)cc2)s1
42: O=C(COc1ccc([N+](=O)[O-])cc1)Nc1ccc(N2CCN(C(=O)c3ccco3)CC2)cc1
43: NS(=O)(=O)c1ccc(NC(=O)COC(=O)Cc2c[nH]c3ccccc23)cc1
44: Cc1cc2c(NC(=O)Nc3ccc(C(C)(C)C)cc3)cccc2nn1
45: O=C(Nc1ccc(NC(=O)c2ccco2)c(Cl)c1)c1ccccc1
screen / no.	37	38	39	40	41	42	43	44	45
CHO parental Ca	-4	-2	-8	-10	·	-1	2	-9	-13
CHRM1 agonist	-2	-2	-4	-4	-2	0	-2	-2	-4
OXTR potentiator	-5	2	7	-8	·	-14	-5	-16	-10
V1R ag counter	0.4	-0.2	0.7	-0.2	·	10	0.6	7.8	-0.6
M1 ag parental	1.3	0.7	0.5	0.6	0.6	4.2	-0.1	7.7	0.4
CHO-K1 Ca antag	-12	-2	0	-7	-10	-17	0	2	-14
M1 PAM parental	10	7	7	10	-2	8	-7	2	-6
TAAR1 antagonist	-20	-12	8	-12	-9	39	0	15	-1
TAAR1 agonist	-1	6	5	1	6	12	3	5	3

Structures listed so far that have an aryl methoxy group:
12: COc1ccccc1NC(=O)NC1CCCCCCC1
18: COc1ccc(CCC(=O)Nc2cccc(S(=O)(=O)N(C)C)c2)cc1OC
19: COc1ccccc1CNC(=O)COC(=O)c1c(C)nn(-c2ccccc2)c1Cl
22: CCOC(=O)C1CCCN(C(=O)c2ccc(OC)c([N+](=O)[O-])c2)C1 (configuration not stated)
25: COc1ccc(CNC(=O)c2cc(S(=O)(=O)N3CCCCC3)ccc2Cl)cc1OC
27: COc1cc(Nc2ccccc2Cl)c([N+](=O)[O-])nc1[N+](=O)[O-]
31: COc1cccc(OC)c1C(=O)Nc1ccc2nc(C)c(C)nc2c1
screen / no.	12	18	19	22	25	27	31
CHO parental Ca	·	-6	-24	-5	-6	-16	-16
CHRM1 agonist	-4	-3	-5	-8	3	-6	-3
OXTR potentiator	·	-2	-5	-7	-8	-3	4
V1R ag counter	·	6.2	0.3	0.5	8.5	-0.5	0.2
M1 ag parental	-0.9	3.0	2.5	0.2	4.9	0.9	0.9
CHO-K1 Ca antag	-4	-2	2	10	-6	-26	-5
M1 PAM parental	-9	19	6	-9	2	12	15
TAAR1 antagonist	-19	7	-10	-21	3	-23	-3
TAAR1 agonist	-2	3	-4	2	3	-2	6
